Source: PubChem (several laboratories)
TRPC6 inh: blocks the mouse TRPC6 cation channel. Q61143. HEK293-TRPC6, membrane potential dye, ACh-evoked depolarization; hits give low values. B-score at 10 µM. 310,000 tested, 1.1% active;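 active = B-score under library mean minus 3 SD, initial fluorescence not abnormally high, positive integrated signal ratio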;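 also: B-score derived from integrated fluorescence ratio over the kinetic read; more negative B-score means stronger inhibition of depolarization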
SKKanGAS inh: inhibitors of SKKanGAS S. pyogenes growth in kanamycin (SK-promoter or general growth effect); BacTiter-Glo, 6 h; inhibition, % at 7.5 µM; 300,000 tested, 1.3% active; AID 1662;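 active = mean replicate score, as percent of positive control median, at least 50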;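 also: strain carries kanamycin resistance gene driven by streptokinase promoter and grows in 40 µg/ml kanamycin; loss of luminescence reflects streptokinase promoter inhibition or plain growth inhibition; 0% = median of DMSO wells and 100% = positive control at its reference dose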
MrgX1 PAM: allosterically activates human MrgX1 receptor signaling. Q96LB2. 310,000 tested, 0.63% active. B-score at 10 µM. MrgX1-HEK293, Fluo-4 calcium flux, FDSS; hits give high values;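 active = plate-corrected calcium response at least 3 library SD above typical, normal starting fluorescence, not activating the receptor alone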;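 also: compound read alongside a low EC10 to EC30 dose of BAM8-22 agonist; peak minus trough fluorescence over baseline measured at the second addition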
Target sequence (Q96LB2 whole entry, looked up): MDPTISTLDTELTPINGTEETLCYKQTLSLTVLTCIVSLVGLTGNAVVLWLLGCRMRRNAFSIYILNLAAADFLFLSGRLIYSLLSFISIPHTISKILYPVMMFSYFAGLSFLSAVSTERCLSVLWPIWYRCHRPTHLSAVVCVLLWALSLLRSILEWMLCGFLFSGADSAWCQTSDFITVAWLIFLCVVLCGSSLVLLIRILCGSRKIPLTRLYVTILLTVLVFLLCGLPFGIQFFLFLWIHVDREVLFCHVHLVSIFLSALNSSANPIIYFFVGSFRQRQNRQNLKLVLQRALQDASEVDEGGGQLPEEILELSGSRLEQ
TRPC6 act: activators of mouse TRPC6 channel | Q61143 | HEK293-TRPC6 membrane potential dye fluorescence; hits give high values | B-score at 10 µM | 310,000 tested, 0.13% active | AID 2550;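 active = B-score of the integrated fluorescence ratio above library mean plus 3 SD, and starting fluorescence ratio within library mean plus 5 SD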;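 also: higher score means more depolarization so channel activation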
RGS4 act: RGS4 potentiation or activation | HEK293 M3R/inducible RGS4, carbachol calcium flux Fluo4; hits give low values | B-score at 10 µM | 310,000 tested, 0.92% active;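 active = B-score of the integrated calcium signal more than 4 SD below the library mean, with starting fluorescence not abnormally high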;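 also: negative B-score means reduced calcium response which marks RGS4 activation or potentiation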
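Reagent: ECmax carbachol challenge; Test system: M3R-expressing HEK293 line, RGS4 induced by doxycycline; Schedule: overnight RGS4 induction, 30 min dye load 37 °C, 20 min compound RT; Detection: calcium dye Fluo4 fluorescence; Read-out: Agonist-evoked peak-minus-minimum fluorescence over baseline, integrated ratio, B score.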
TRPC4 block: inhibitors of mouse TRPC4 channel; 300,000 tested, 0.39% active; B-score at 10 µM; AID 2247; HEK293 TRPC4beta/mu-opioid, DAMGO-evoked Fluo4 calcium flux; hits give low values;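 active = B-score over 3 SD under the library average, no early fluorescence shift, positive overall ratio signal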
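Test system – stable TRPC4beta/mu-opioid receptor HEK293 cells · Probe or stimulus – DAMGO, a submaximal dose followed by a maximal one · Dosing – one concentration per compound · Signal – Fluo4 calcium fluorescence by kinetic imaging, 5 s 1 Hz baseline · Evaluation – per-well B score of integrated baseline-normalized Fluo4 ratio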
HIF activator: HIF pathway transcriptional activation; U2OS HRE-luciferase reporter, luminescence; normalized: DMSO 0%, desferrioxamine 100%; activation, % at 7.5 µM (by protocol); 300,000 tested, 0.32% active;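 active = mean activation of at least 10% of the iron chelator positive control signal, with at least half of replicates also reaching 10%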
MrgX1 antagonist: blocks BAM8-22 activation of human MrgX1 receptor. Q96LB2. MRGX1-HEK293 calcium flux, Fluo-4, BAM8-22 antagonism; hits give low values. B-score at 10 µM. 310,000 tested, 1.3% active;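 active = calcium-response B-score plate-corrected more than 3 library SD below zero, starting fluorescence within 5 deviations, no agonist response on first addition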;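 also: peak minus trough fluorescence over baseline after final BAM8-22 challenge near maximal dose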
MrgX1 ag: human MrgX1 receptor agonism, primary screen | Q96LB2 | MrgX1-HEK293 cells, Fluo-4 calcium fluorescence, agonist mode; hits give high values | B-score at 10 µM | 310,000 tested, 0.44% active | AID 588627;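 active = calcium response B-score plate-corrected fluorescence ratio at least 3 library SD, with starting fluorescence B-score inside 5 SD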
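Test system: HEK293 cells stably expressing human MrgX1 receptor; amount: 15,000 cells per well; doses: compound delivered in addition one of three; times: overnight plating before 1 h dye loading; detection: Fluo-4 NW calcium-flux fluorescence, kinetic read; read-out basis: B-scored fluorescence response ratio; controls: positive and negative controls per plate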
Platelet DG rel: platelet dense granule release activity; human platelet-rich plasma, SFLLRN dense granule ATP release, luminescence; inhibition, %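 (compounds screened at 7.5 µM in platelet-rich plasma)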; 300,000 tested, 0.22% active; AID 1663;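 active = mean replicate score, as percent of positive control, at or above 50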
RGS4 block: inhibitors of human RGS4 | AID 463165 | HEK293 M3R/RGS4 inducible, Fluo-4 calcium flux; hits give high values; triggered by carbachol at its EC20 | P49798 | 310,000 tested, 0.45% active | B-score at 10 µM;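 active = B-score, a plate-corrected calcium signal, over three deviations above library mean, with baseline fluorescence within five deviations of library mean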;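 also: RGS4 expression induced by doxycycline in cells with stable M3 receptor; B-score is computed from the integrated fluorescence ratio over baseline after carbachol; higher B-score means a larger calcium signal and so more RGS4 inhibition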
Target sequence (P49798 whole entry, looked up): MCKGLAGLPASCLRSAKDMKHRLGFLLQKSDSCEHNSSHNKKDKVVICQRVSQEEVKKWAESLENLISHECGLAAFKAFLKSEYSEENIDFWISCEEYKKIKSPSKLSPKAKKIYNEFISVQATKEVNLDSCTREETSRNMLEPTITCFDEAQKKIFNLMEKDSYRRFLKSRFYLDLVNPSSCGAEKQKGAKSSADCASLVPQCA
Active calls of the source: *; i = inactive; . = no result given.

SMILES	SKKanGAS inh	RGS4 block	RGS4 act	Platelet DG rel	MrgX1 PAM	MrgX1 antagonist	TRPC4 block	MrgX1 ag	HIF activator	TRPC6 inh	TRPC6 act
COc1cc(O)c(C(CCN2CCCC(C)C2)c2ccc(N(C)C)cc2)c(OC)c1 (centres undefined)	2	i	i	-6	i	i	i	i	-0.5	-7*	i
Cc1cc(C)cc(N(CC(=O)NC2CCCC2)C(=O)c2csnn2)c1	-2	i	i	0	i	i	i	i	0.1	i	i
O=C(CSc1nc2ccccc2[nH]1)N=Nc1c(O)[nH]c2ccccc12	0	5*	i	-5	i	i	i	i	0.6	i	i
Oc1ccc(C2C=C(c3ccc(F)cc3)Nc3ncnn32)cc1 (centres undefined)	-15	i	i	2	.	.	i	.	0.2	i	i
O=S(=O)(c1ccc(Cl)cc1)N1CCC(c2nc3ccccc3[nH]2)CC1	26	i	i	-1	i	i	i	i	0.0	i	i
COc1ccccc1C(=O)NC(=O)COC(=O)C1(C)CC1(Cl)Cl (centres undefined)	5	i	i	12	i	i	i	i	-0.2	i	i
CC1(C)C(=O)Nc2ccccc2N1C(=O)CN1C(=O)NC(CCc2ccccc2)C1=O (centres undefined)	0	i	i	0	i	i	i	i	-0.1	i	i
CCOC(=O)c1ccc(NC(=O)c2cc(OC)c(OC)c(OC)c2Br)cc1	-4	i	i	0	i	i	i	i	0.1	i	i
COC(=O)C1=NN(c2ccc(Cl)cc2)C2C(=O)N(c3ccccc3OC)C(=O)C12 (centres undefined)	7	i	i	-6	i	i	i	i	0.1	i	i
C=CCNC(=O)NC(=S)c1ccccc1	0	i	i	4	i	i	i	i	0.8	i	i
S=C(NC1CCCCC1)N1CCN(c2ncccn2)CC1	5	i	i	-5	i	i	i	i	.	i	i
C=CCn1c(CSc2nc3ccccc3s2)nnc1SCC(=O)NCc1ccco1	2	i	i	-1	i	i	i	i	0.1	i	i
COc1ccc(CSc2nnnn2-c2ccccc2)cc1	13	i	i	-1	i	i	i	i	-0.3	i	i
CCc1ccccc1NC(=O)NNC(=O)CCc1ccc(OC)cc1	11	i	i	-7	i	i	i	i	-0.2	i	i
NS(=O)(=O)c1ccc(-c2ccc(C=C3C(=O)c4ccccc4C3=O)o2)cc1	0	i	i	0	i	i	i	i	-0.3	i	i
COc1cccc(N=Cc2nc(-c3ccccc3)oc2OC(C)=O)c1	3	i	i	1	i	i	i	i	-0.1	i	i
Cc1nc(SC2CC(=O)N(c3ccccc3)C2=O)nc2c1CCCC2 (centres undefined)	1	i	i	6	i	i	i	i	-0.4	i	i
Cc1ccccc1NC(=O)COC(=O)c1ccc(S(C)(=O)=O)c([N+](=O)[O-])c1	3	i	i	-9	i	i	i	i	1.2	i	i
COc1c(F)c(F)c(C(=O)O)c(Nc2cc(C)cc(C)c2)c1F	3	i	i	1	i	i	i	i	-0.5	i	i
Cc1nc(C)c(-c2ccc(SCC(=O)Nc3ccc(F)cc3F)nn2)s1	5	i	i	-1	i	i	i	i	0.3	i	i
CC(=O)N1CCc2cc(S(=O)(=O)NC(CC(C)C)C(=O)Nc3cc(C(=O)O)ccc3C)ccc21 (centres undefined)	2	i	i	-1	i	i	i	i	-0.2	i	i
COc1cc(/C=C2\SC(N)=NC2=O)ccc1O	3	i	i	5	i	i	i	i	0.8	i	i
Brc1ccc(-c2cn3ccccc3n2)s1	0	i	i	28	i	i	i	i	2.4	i	i
CC(C)(C)OC(=O)CN1C(=O)NC2(CCCc3ccccc32)C1=O (centres undefined)	-1	i	i	2	i	i	i	i	0.9	i	i
COc1ccnc(Oc2ccc(F)cc2)c1C#N	0	i	i	1	i	i	i	i	0.8	i	i
Cn1cc(Br)c(C(=O)N2CCCCCC2)n1	3	i	i	-6	.	.	i	.	-26	i	i
Cn1cnc(S(=O)(=O)Nc2ccc(Cl)c(C(F)(F)F)c2)c1	-9	i	i	-16	i	i	i	i	-0.5	i	i
COc1ccc(C(=O)NNC(=O)c2cnccn2)cc1[N+](=O)[O-]	1	i	i	0	i	i	i	i	0.2	i	i
COC(=O)c1cc(NC(=O)c2c(Cl)cnn2C)cc(C(=O)OC)c1	-2	i	i	-3	i	i	i	i	-0.4	i	i
Cc1sc2nc(SCC(=O)NCc3ccco3)n(-c3ccccc3)c(=O)c2c1C	0	i	i	-7	i	i	i	i	.	i	i

Continuation.
SMILES	SKKanGAS inh	RGS4 block	RGS4 act	Platelet DG rel	MrgX1 PAM	MrgX1 antagonist	TRPC4 block	MrgX1 ag	HIF activator	TRPC6 inh	TRPC6 act
Cc1ccc(-c2noc(CCC(=O)Nc3ccccc3N3CCN(C)CC3)n2)cc1	-7	i	i	5	i	i	i	i	0.3	i	i
O=C(NC(=S)Nc1nc2c(s1)CCCC2)c1ccc(C(=O)c2ccccc2)cc1	31	i	i	0	i	i	i	i	0.1	i	i
COc1ccc(-c2cc(C)no2)cc1S(=O)(=O)N1CCN(c2ccccn2)CC1	4	i	i	1	i	i	i	i	-0.7	i	i
CC(=O)Nc1ccc(/C=N/NC(=O)c2cc(-c3ccco3)nc3ccccc23)cc1	-4	i	i	6	i	i	i	i	-0.2	i	i
COc1cccc(-n2nnc3c(=O)n(CC(=O)OCc4ccccc4)cnc32)c1	-2	i	i	-1	i	i	i	i	0.2	i	i
CC(=O)N1CCC2(CC1)CC(=O)c1cc(OCC(=O)N3CCOCC3)ccc1O2	1	i	i	0	i	i	i	i	-0.5	i	i
COc1ccc(CNC(=O)CN(Cc2ccccc2)C(=O)CCC(=O)Nc2nccs2)cc1	-1	i	i	-1	i	i	i	i	-0.3	i	i
Cc1[nH]c2c(ccc3ccccc32)c1C1C(CCN)C1(C)C (centres undefined)	9	i	i	-3	i	i	i	i	-0.3	i	i
O=C(Nc1cccc(S(=O)(=O)N2CCCCCC2)c1)c1ccc2ccccc2n1	10	i	i	12	i	i	i	i	1.2	i	i
COc1ccc(C(=O)c2ccc(OC)c(OC)c2)cc1	-5	i	i	1	i	-5*	i	i	0.0	i	i
CN(C(=O)c1ccno1)c1nnc(-c2cnccn2)s1	-2	i	i	7	i	i	i	i	-0.6	i	i
Cc1ccc(N(C(=O)c2cc3ccccc3oc2=O)C2C=CS(=O)(=O)C2)cc1 (centres undefined)	-4	i	i	6	i	i	i	i	-0.3	i	i
CC(=O)Oc1ccc(C(=O)Nc2nnc(C)s2)cc1	-5	i	i	2	i	i	i	i	3.6	i	i
COc1ccc(S(=O)(=O)NCc2cccs2)cc1	-2	i	i	1	i	i	i	i	-0.3	i	i
CC(C)(C)c1csc(CS(=O)(=O)c2ccccn2)n1	2	i	i	-10	i	i	i	i	1.2	i	i
O=C(NCCCNc1ccnc2cc(Cl)ccc12)c1ccccc1F	-7	i	i	-2	i	i	i	i	0.4	i	i
COc1ccccc1-c1nc2cc3ccccc3cc2nc1-c1ccccc1OC	23	i	i	6	i	i	i	i	-0.5	i	i
CCOc1ccccc1NC(=O)C1CCCCN1S(=O)(=O)c1ccc(F)cc1 (centres undefined)	1	i	i	-2	i	i	i	i	-0.1	i	i
Cc1noc(C)c1COc1ccccc1C(=O)N(C)CC(=O)Nc1ccc(F)cc1	-2	i	i	0	i	i	i	i	-0.2	i	i
Oc1cccc(C(=S)N2CCCCC2)c1	-19	i	i	-4	i	i	i	i	-0.1	i	i
COc1ccc(NC(=O)c2ccco2)cc1NC(=O)c1cc2ccccc2o1	9	i	i	-7	i	i	i	i	3.5	i	i
O=C(Nc1ccc2c(c1)OCO2)C1CC(=O)N(CCc2ccccc2)C1 (centres undefined)	4	i	i	-1	i	i	i	i	0.8	i	i
O=C1NCCN/C1=C\C(=O)c1ccc(Cl)cc1	-3	i	i	0	i	i	i	i	3.7	i	i
OCC(CO)(CO)n1cnnn1	8	i	i	5	i	i	i	i	-2.0	i	i
CC1(C)Cc2c(sc3c2c(=N)n(Cc2ccco2)c(=O)n3Cc2ccc(Cl)cc2)CO1	30	i	i	1	i	i	i	i	-0.3	i	i
FC(F)(F)c1nnc2n1N=C(c1ccccc1)CS2	6	i	i	21	i	i	i	i	0.7	i	i
CCCCNC(C(=O)Nc1ccc(Cl)c([N+](=O)[O-])c1)c1ccccc1 (centres undefined)	0	i	i	6	i	i	i	i	0.2	i	i
COC(=O)c1cccc(NC(=O)c2ccc(OC)c(Cl)c2)c1	-6	i	i	18	i	i	i	i	2.1	i	i
COc1cccc(CNC(=O)C2CCCN(S(C)(=O)=O)C2)c1 (centres undefined)	-16	i	i	-14	i	i	i	i	-0.1	i	i
CC(C)Cc1nnc(NC(=O)c2cccc(S(=O)(=O)N3CCN(C)CC3)c2)s1	1	i	i	8	i	i	i	i	-0.3	i	i

The list goes on.
SMILES	SKKanGAS inh	RGS4 block	RGS4 act	Platelet DG rel	MrgX1 PAM	MrgX1 antagonist	TRPC4 block	MrgX1 ag	HIF activator	TRPC6 inh	TRPC6 act
COc1ccc(Br)cc1/C=N/NC(=O)c1cc(OC)c(OC)c(OC)c1	-8	i	i	3	i	i	i	i	1.0	i	i
CCC(C)(C)n1nnnc1C(C(C)C)N1CCN(C(=O)c2ccco2)CC1 (centres undefined)	2	i	i	6	i	i	i	i	-0.2	i	i
CCCN(CCC)c1nc2ccccc2nc1C(C#N)C(=O)OC(C)COC (centres undefined)	0	i	i	-1	i	i	i	i	-0.3	i	i
Cc1ccc(-c2noc(CCC(=O)Nc3ccc(C)cn3)n2)cc1	-12	i	i	-1	i	i	i	i	-0.4	i	i
Cc1c(NC(=O)c2ccccc2NC(=O)COc2ccccc2)cccc1C(=O)O	-2	i	i	10	i	i	i	i	0.2	i	i
COc1ccc(-n2cc(-c3ccc(OC)c(OC)c3)[nH]c2=S)cc1	-5	i	i	-6	i	i	i	i	-0.3	i	i
COC(=O)c1ccccc1NC(=O)C1CCN(S(=O)(=O)c2cc(C)ccc2OC)CC1	1	i	i	1	i	i	i	i	0.0	i	i
Cc1ccc(/C=C2\SC(=S)N(CCC(=O)NNS(=O)(=O)c3ccc(C)cc3)C2=O)cc1	4	i	i	-1	i	i	i	i	-0.1	i	i
CC(=O)Oc1ccccc1/C=C/c1ccc2ccccc2[n+]1C	6	i	i	14	i	i	i	i	5.1	i	i
